# PGE2 EP2 inh = blocks the human prostaglandin E2 receptor EP2 | P43116 | C6 glioma cells expressing human EP2, cAMP TR-FRET; cells stimulated with saturating PGE2 | inhibition, % at 25 µM | 0.52% of 260,000 active | AID 1422;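 active = percent inhibition above 40 after rounding to a whole number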;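 note: rat C6 glioma host cells with rolipram phosphodiesterase inhibitor present; the protocol text gives 20 µM as final concentration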
# NPY2 pot ag = human NPY-Y2 potentiation or agonism, primary screen | P49146 | cells expressing NPY-Y2, potentiator/agonist read-out | activation, % at 3.6 µM | 0.45% of 220,000 active | AID 1359; in the data active = activation above about 27%;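 note: cells stimulated with NPY near EC25 plus isoproterenol at EC100; 0% = vehicle plus submaximal agonist and 100% = vehicle plus saturating agonist; some results beyond the cut were filed as inactive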
# Target sequence (P49146 whole entry, looked up): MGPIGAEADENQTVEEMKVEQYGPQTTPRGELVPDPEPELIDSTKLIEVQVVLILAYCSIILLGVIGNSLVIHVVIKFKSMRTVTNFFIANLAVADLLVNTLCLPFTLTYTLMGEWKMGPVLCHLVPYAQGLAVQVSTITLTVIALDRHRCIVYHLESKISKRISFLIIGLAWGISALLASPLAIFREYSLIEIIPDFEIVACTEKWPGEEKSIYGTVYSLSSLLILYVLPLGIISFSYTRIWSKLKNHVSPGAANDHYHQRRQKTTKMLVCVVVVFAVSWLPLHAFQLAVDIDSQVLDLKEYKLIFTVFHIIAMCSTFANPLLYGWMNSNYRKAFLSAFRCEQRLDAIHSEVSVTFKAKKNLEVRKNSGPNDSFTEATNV
# p97 inhibitor = human p97 ATPase inhibition. recombinant p97 ATPase, Kinase-Glo ATP luminescence, 3 h. inhibition, % at 8 µM. 0.42% of 220,000 active. AID 1481; in the data active = inhibition above about 15%;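 note: 0% = DMSO vehicle and 100% = wells lacking enzyme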
# NPY-Y1 antag = blocks the human neuropeptide Y Y1 receptor | P25929 | HEK293-CNG Y1 cells, membrane potential fluorescence; NPY at EC95, then isoproterenol | inhibition, % at 3.6 µM | 1% of 200,000 active;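 active = inhibition above the campaign mean inhibition of all tested compounds plus 3 SD, cut at about 20% in these data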;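 note: 0% = DMSO wells given NPY plus isoproterenol and 100% = isoproterenol alone without NPY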
#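 material = HEK293 cells with Y1 receptor plus CNG channel | also added = NPY 25 nM then isoproterenol 1 µM plus Ro 20-1724 25 µM | schedule = dye 3 h, compound 60 min room temperature, stimulation 45 min | measured by = membrane potential fluorescence | benchmarks = high control isoproterenol alone, low control NPY with isoproterenol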
# EP2 mod = modulates human prostaglandin E2 receptor EP2 signaling; 0.83% of 260,000 active; P43116; induction, % at 25 µM; EP2-expressing cells, cAMP HTRF FRET, PGE2 co-stimulation;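 active = compounds whose cAMP rise, as percent of the full-agonist control response, exceeds 60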;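 note: rat C6 glioma line stably carrying human EP2 under a CMV promoter; the protocol text gives 20 µM as final concentration; 100% = response of wells given 1 µM PGE2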
# eIF4E-4G inh = eIF4E/eIF4G interaction inhibition in translation initiation; inhibition, % at 21.7 µM; P63073+Q04637; TR-FRET eIF4E-eIF4GI(517-606) binding, 2 h; 0.37% of 220,000 active;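 active = inhibition above about 30%, limit read from the data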;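 note: 0% = full FRET control wells and 100% = background wells lacking eIF4GI fragment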
# NPY1 pot ag = potentiates or activates human NPY-Y1 receptor; activation, % at 3.6 µM; 0.37% of 220,000 active; NPY-Y1 expressing cells, potentiator/agonist activation; in the data active = activation above about 33%, passing the limit was not always enough;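 note: cells stimulated with NPY at EC10 then isoproterenol at EC100; 0% = low agonist plus stimulus and 100% = saturating agonist plus stimulus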
# S1P4 antag = blocks the human S1P4 receptor | O95977 | S1P4-expressing cells, antagonist mode, reporter read-out | inhibition, % at 4.98 µM | 0.26% of 220,000 active | AID 1510; in the data active = inhibition above about 29%;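 note: 0% = wells stimulated with agonist and 100% = vehicle wells without agonist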
# Target sequence (O95977 whole entry, looked up): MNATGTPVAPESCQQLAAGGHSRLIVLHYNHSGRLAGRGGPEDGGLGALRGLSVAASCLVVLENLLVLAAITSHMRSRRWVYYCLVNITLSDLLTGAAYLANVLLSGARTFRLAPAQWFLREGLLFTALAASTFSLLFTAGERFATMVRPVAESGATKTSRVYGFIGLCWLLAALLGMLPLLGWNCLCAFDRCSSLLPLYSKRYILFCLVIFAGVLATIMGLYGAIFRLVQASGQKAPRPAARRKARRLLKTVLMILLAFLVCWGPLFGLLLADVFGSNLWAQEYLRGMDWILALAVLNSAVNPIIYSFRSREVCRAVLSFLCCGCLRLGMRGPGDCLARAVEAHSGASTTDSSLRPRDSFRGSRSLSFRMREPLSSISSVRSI
# S1P4 ag = human S1P4 receptor agonism; O95977; S1P4-expressing cell line, agonist reporter assay; activation, % at 4.98 µM; 0.35% of 220,000 active; AID 1509; in the data active = activation above about 11%;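 note: 0% = DMSO vehicle and 100% = reference agonist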
# Active calls of the source: *; · = no result given; & = joins results of further samples; [ ] = remark or other dose. Some of the compounds tested; rates above refer to the full screens.
SMILES,PGE2 EP2 inh,NPY2 pot ag,p97 inhibitor,NPY-Y1 antag,EP2 mod,eIF4E-4G inh,NPY1 pot ag,S1P4 antag,S1P4 ag
COc1ccc(NC(=O)C(=O)N/N=C/c2cccnc2)cc1,4,1,-1,·,-18,85*,2,1,1.1
O=C(O)c1ccccc1NCc1ccncc1,8,9,4,-2,18,-3,6,-7,1.2
Nc1nc2c(nc(SCc3ccccc3Br)n2C2OC(CO)C(O)C2O)c(=O)[nH]1 (stereo unspecified),11,-5,8,6,28,-2,3,-9,-0.3
Cc1ccccc1NCN1C(=O)C2C3C=CC(C3)C2C1=O (stereo unspecified),21,-5,-2,-2,7,·,7,-17,1.1
COCCNc1nc(C)c(C(C)=O)s1,6,10,6,-3,16,0,9,-11,-0.4
CC(=O)Oc1ccc2c(c1)c(C(C)=O)c(C)n2C,3,3,4,-9,10,8,-2,-9,-0.9
COc1ccc(N2CCN(C(c3cccc(OC)c3OC)c3nnnn3C3CCCC3)CC2)cc1 (stereo unspecified),8,-13,-4,23*,32,8,-43,8,-1.8
COc1ccccc1N1CCN(C(=O)C2CCN(S(=O)(=O)c3ccc(Cl)cc3)CC2)CC1,9,1,-10,-4,-19,-1,0,-4,3.1
O=C(/C=C/c1ccccc1Cl)c1ccc(O)cc1,17,5,6,·,2,2,-2,-10,1.4
CN1CCN(NC(=O)c2ccc(Br)s2)CC1,6,12,3,·,3,-4,-12,12,-0.4
CCN(CC)S(=O)(=O)c1cccc(NC(=O)c2ccccc2Br)c1,8,3,2,7,-41,-1,-2,5,-1.0
CCOC(=O)c1ccn(-c2nc(-c3ccco3)cc(C(F)(F)F)n2)n1,10,-2,1,-3,-28,-3,1,-7,2.2
COc1ccc(/C=N/Nc2ccc(C(=O)O)cc2)cc1OC,9,-6,0,·,7,1,17,-11,-1.6
COc1ccc2[nH]c(C(=O)O)c(NS(=O)(=O)c3ccc(Cl)s3)c2c1,1,9,8,3,20,1,1,-2,-0.9
c1cncc(-c2csc(NCc3ccco3)n2)c1,0,6,-5,-1,12,-11[fluorescence artefact?],17,3,0.0
CCOC(=O)c1cc2c(ccn2C)n1CC(=O)N1C(C)CCCC1C (stereo unspecified),2,-5,-1,2,3,5,16,1,-0.6
COc1ccc(/C=N/NC(=O)CCNc2n[nH]c(=O)[nH]c2=O)c(OC)c1,9,10,6,-1,12,1,-7,8,-1.0
CC1=C(C#N)c2nc(N)c(C#N)c(C)c2/C1=C\c1ccc(-c2ccccc2C(=O)O)o1,15,-1,9,1,-56,12,-13,-1,0.6
Cc1ccc(C(=O)NNC(=O)C2CCN(c3nc(C)cc(C)n3)CC2)cc1,12,9,5,-1,28,2[fluorescence artefact?],29,-18,-0.4
O=c1c(-c2ccnn2-c2cccc(Cl)c2)cnc2n1CCS2,17,16,2,-2,-6,-6,0,-3,-0.7
CCOP(=O)(OCC)c1nc(-c2ccccc2)oc1NCc1ccccc1,4,0,-3,4,81*,0,-15,-8,1.2
CCOC(=O)N1CCN(C(=O)C2CCN(S(=O)(=O)c3cc(C)ccc3OC)CC2)CC1,7,-14,-4,1,4,2,-7,-1,-3.5
CN1/C(=C\C=N\O)C(C)(C)c2ccccc21,7,4,1,-1,-1,-1,5,-4,2.5
COc1ccc2oc(=O)c(C(=O)Nc3cccc(C)c3)cc2c1,9&9,3,2,8,-19&18,3,13,6,-0.1
CC(=O)Nc1ccc(N=Cc2nc(-c3ccc(C)cc3)oc2O)cc1,5,-7,-3,1,-14,-5[fluorescence artefact?],-4,-3,1.1
Cc1cccc(NCCC(=O)c2ccc([N+](=O)[O-])cc2)c1C,7,-3,5,-1,-13,-2,-8,-6,4.8
CCC(Sc1nc(N)c(NC(=O)c2ccc(OC)cc2)c(=O)[nH]1)C(=O)O (stereo unspecified),9,12,7,0,47,0,2,1,1.1
Cc1nn2c(=O)nc3sc4c(c3c2[nH]c1=O)CCCC4,14,-18,2,5,·,·,1,1,-1.1
OCCC1CN(Cc2cccn2-c2nccs2)CCN1C1CCCCC1 (stereo unspecified),1,-13,7,6,1,0,-11,9,0.8
Cc1cc(C)n(CCCNCC(O)c2ccccc2)n1 (stereo unspecified),6,4,1,9,8,9,1,2,1.2
O=c1c2cccnc2n(-c2ccccc2)n1Cc1c(Cl)cccc1Cl,6,-1,5,3,35,1,22,-27,-0.1
O=C(Nc1nc2ccsc2c(=O)s1)c1ccc(F)cc1Cl,18,1,10,·,-28,2,-10,-2,0.9
COc1ccccc1-n1c(SCC(N)=O)nc2c(c1=O)SCC2,11,11,8,-4,8,1[fluorescence artefact?],13,-10,-1.4
CCc1ccc(NC(=O)COc2ccc(F)cc2C(=O)c2cnn(-c3ccccc3)c2)cc1,11,-5,6,4,13,2[fluorescence artefact?],-7,-11,0.2
O=C(NC(NC(=S)Nc1cccc(Cl)c1)C(Cl)(Cl)Cl)OCc1ccccc1 (stereo unspecified),-3,33*,7,-7,13,5,15,-14,-0.5
Cc1ccc(OCC(=O)O/N=C(\N)c2cccnc2)cc1,3,-11,-4,7,10,1,-14,9,-1.4
C=CCNC(=O)NC(=O)COC(=O)c1nc2nccc(C)n2n1,3,16,6,-1,-13,5,15,-11,-1.7
Cn1ccnc1C(O)(c1nnc(-c2ccccc2)o1)C(F)(F)F (stereo unspecified),8,-6,4,5,-8,8,33,0,-2.8
Cn1c(=O)c2c(nc(SCC(=O)NCC3CCCO3)n2C)n(C)c1=O (stereo unspecified),5,10,3,0,-7,4,26,-3,-0.7
CCN(CC(=O)Nc1ccccc1-c1ccccc1)Cc1nc2ccccc2c(=O)[nH]1,2,-4,2,-3,0,-4,3,16,-0.1
CC(=O)c1ccc(OCCCC(=O)Nc2cc(S(=O)(=O)N(C)C)ccc2C)cc1,15,5,-1,3,-15,-3,-6,-1,-2.6
O=C(COC(=O)c1cccs1)NCCC1=CCCCC1,13,-4,1,-5,5,4[fluorescence artefact?],-3,-6,2.1
N#C/C(=C\c1ccc2c(c1)OCO2)C(N)=S,12,8,12,·,-35,-2,14,2,-0.1
C=CCOC(=O)C(C#N)c1nc2ccccc2nc1N1CCCC1 (stereo unspecified),12,-4,-2,0,34,-12,-19,14,-2.4
COc1ccc(CCNC(=O)Cn2c(=O)[nH]c3ccsc3c2=O)cc1OC,14,5,3,0,34,0,9,-9,0.9
CCN(CC)S(=O)(=O)c1cc(-c2nnc(-c3ccc(Br)cc3)o2)ccc1Br,11,-3,5,3,56,1,-7,8,-0.3
O=C1[C@@H]2[C@H](C(=O)N1n1cnnc1)[C@H]1C=C[C@@H]2C1,8,4,0,-1,10,-6,14,2,-0.2
O=C(Nc1nnc(-c2ccco2)o1)c1cccc(N2C(=O)CCC2=O)c1,7,7,1,3,20,0,4,6,0.1
Cc1cc(C)nc(NC(=O)C(c2ccccc2)c2ccccc2)n1,4,2,3,9,20,0,18,-14,-2.3
CC1CN(c2cc(-c3ccccc3)c3ccccc3n2)CC(C)O1 (stereo unspecified),10,-10,-7,10,54,10[fluorescence artefact?],-19,-3,0.1
Cc1ccc(OCC(=O)NC(=S)Nc2ccc(Br)cn2)cc1C,7,-15,2,-6,10,-1,-10,0,1.8
OCCNCc1cccc(OCc2ccc(Cl)cc2)c1,9,-6,0,13,-24,0,-11,7,0.8
Cc1ccc2nc(SCCCCOc3ccccc3)[nH]c2c1,5,-5,-2,12,-37,0,-3,-13,1.7
COC(=O)CC(N)c1ccc(OC)c2ccccc12 (stereo unspecified),10,-11,3,5,-8,-2[fluorescence artefact?],0,-54,1.2
CC(=O)Nc1cc(C(C)(C)C)c(O)c(C(C)(C)C)c1,3,3,1,-5,-2,2,-13,-4,-0.6
N#CCSc1n[nH]c2nc3c(c(=O)n12)C1(CCCC1)Cc1ccccc1-3,18,-4,5,-3,-9,8,3,-11,1.0
Oc1cc2c(cc1C(c1ccc(Br)cc1)N1CCCC1)OCO2 (stereo unspecified),7,-13,2,-4,44,44*,-9,-11,0.1
O=C(Nc1ccccc1)OC1CCCCc2cccnc21 (stereo unspecified),11,3,7,·,-24,-2,-11,3,0.0
CCN(CC)S(=O)(=O)c1ccc(/C=C/C(=O)Nc2ccc(F)cc2F)cc1,9,4,-2,0,-8,1,18,-15,1.5
CC(=O)Nc1cccc(-c2nc3ccccc3s2)c1,9,1,3,-3,-74,3,0,-17,-0.3

# Structures above with a cyano group (four):
SMILES,PGE2 EP2 inh,NPY2 pot ag,p97 inhibitor,NPY-Y1 antag,EP2 mod,eIF4E-4G inh,NPY1 pot ag,S1P4 antag,S1P4 ag
CC1=C(C#N)c2nc(N)c(C#N)c(C)c2/C1=C\c1ccc(-c2ccccc2C(=O)O)o1,15,-1,9,1,-56,12,-13,-1,0.6
N#C/C(=C\c1ccc2c(c1)OCO2)C(N)=S,12,8,12,·,-35,-2,14,2,-0.1
C=CCOC(=O)C(C#N)c1nc2ccccc2nc1N1CCCC1 (stereo unspecified),12,-4,-2,0,34,-12,-19,14,-2.4
N#CCSc1n[nH]c2nc3c(c(=O)n12)C1(CCCC1)Cc1ccccc1-3,18,-4,5,-3,-9,8,3,-11,1.0

# Continued:
SMILES,PGE2 EP2 inh,NPY2 pot ag,p97 inhibitor,NPY-Y1 antag,EP2 mod,eIF4E-4G inh,NPY1 pot ag,S1P4 antag,S1P4 ag
CC(=O)N1CCN(c2ccc(NC(=O)c3ccc(C)cc3)cc2)CC1,4&4,3,7,1,-25&2,1[fluorescence artefact?],4,-14,1.4
Cc1noc(C)c1COc1ccc(C(=O)OCC(N)=O)cc1,5,1,-2,1,-3,-2,-23,-1,0.8
CC(=O)NC(CC(=O)NC12CC3CC(CC(C3)C1)C2)c1ccccc1 (stereo unspecified),5,1,-3,3,9,-3,-13,-40,-1.0
COc1ccc(N2CCN(C(=O)CCCOc3cc(=O)n(C)c4ccccc34)CC2)cc1,5,-12,-1,9,-5,-1,0,-9,1.6
CCc1nnc(NC(=O)CSc2nc3c(cc2C#N)CCC3)s1,20,5,11,0,22,1[fluorescence artefact?],15,7,-0.3
Oc1cc(Cc2ccccc2)cnc1CN1CCCCC1,19,-7,-5,-2,2,-11,-12,-15,2.7
O=C1CN(C(=O)COc2ccc(Br)cc2)c2ccccc2N1,11,10,3,-3,-47,4,2,6,-0.2
CC(C)N1CC2(c3ccccc3)CN(C(C)C)CC(c3ccccc3)(C1)C2=O,8,-7,1,-3,13,-2[fluorescence artefact?],-1,-7,0.0
Cc1cccc(NC(=O)N2CCCC2C(=O)Nc2ccccc2)c1 (stereo unspecified),5,8,5,4,10,-4,8,-15,-1.2
Cc1c(O)nc2sc3ccccc3n2c1=O,7,-10,3,·,-11,-4,12,-13,-1.4
CSc1ccc(S(=O)(=O)NCCOc2ccccc2C)cc1,7,-8,3,11,-18,2,-34,4,2.0
Cc1cc(C)c(NC(=O)CSc2ccc(-c3cccnc3)nn2)c(C)c1,2,4,2,1,1,-7,8,-7,0.7
CC(=O)c1c(C)nc2ccccc2c1N,10,-1,0,5,13,-2,12,14,-1.0
C=CCNC(=S)/N=c1/ccccn1C,9,-14,4,·,25,-2,15,7,-0.2
N=C1S/C(=C\c2ccco2)C(=O)N1c1nccs1,5,-1,4,-2,-22,-1,-31,14,2.3
CC(C)(C)n1nc2c(c1NC(=O)c1ccco1)CS(=O)C2 (stereo unspecified),12,-4,3,3,-4,2,7,8,-0.8
CC(=O)OC(C(=O)NC1CCCCC1)c1ccc(Cl)cc1 (stereo unspecified),10,-25,-6,0,6,-7,0,-25,-0.5
O=C(Nc1cccc(C(=O)O)c1)/C(=C\c1ccc2c(c1)OCO2)NC(=O)c1ccco1,12,-4,-1,3,18,-1,10,-16,1.3
